High-throughput results deposited in PubChem BioAssay by National Center for Advancing Translational Sciences (NCATS).
IMPase Li inh – IMPase inhibition in cells with lithium potentiation; 210,000 tested, 0.35% active; CHO-M1 cells, IP1 TR-FRET (IP-One), carbachol + lithium; Potency, µM (highest dose often 59.4 µM), for inactives: at the highest dose activity, negative = IMPase inhibition, hits mostly inhibitors;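 also: IP1 builds up when IMPase is blocked and the TR-FRET signal falls; plate controls were basal vehicle for no effect and high inhibitor control for full effect; nearly all actives have a fitted effect of over 50% in size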
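Concentration–response in CHO-M1 cells, lithium-potentiated; 30 min at 37C. IP1 detected by competitive TR-FRET after 10 min lysis at RT. Hill-fitted AC50.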
HTT cytoprotect – Huntington cell model cytoprotection by ATP luminescence. PC12 HTT-Q103 induced, cytoprotection, ATP luminescence, 40 h. Potency, µM (top dose mostly 56.4 µM), for the others: cytoprotection (ATP increase), hits mostly activators. 230,000 tested, 0.14% active;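 also: % of control where 0% means no effect; nearly all actives have a fitted effect of over 45% in size; toxic huntingtin expression switched on by the ecdysone agonist tebufenozide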
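Cells were plated at 1500 per well in phenol red-free DMEM with 5% equine and 5% calf serum. Tebufenozide (100 nM final) and compounds were added, then ATPlite reagent, and luminescence was read.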
GAA glycogen mod – inhibitors or activators of human alpha-glucosidase glycogen cleavage; P10253; recombinant GAA, glycogen substrate, Amplex Red glucose oxidase fluorescence; Potency, µM (doses to about 76.4 µM), without a hit: at the top dose activity change, negative = inhibition, actives largely listed as inhibitors; 300,000 tested, 0.38% active;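 also: 0% = full enzyme reaction and -100% = no-enzyme basal signal; the screen sought inhibitors and activators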
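qHTS, 1536-well; enzyme 4 nM final; cpd up to 77 uM; substrate bovine liver glycogen 30 ug; 50 mM citrate/phosphate pH 5.0, 0.01% Tween-20; 37 C, 40 min; Amplex Red detection 45 min RT; Hill fit → AC50.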
HttQ103 aggreg – inhibitors of mutant huntingtin aggregate formation in PC12 cells | PC12 HttQ103-GFP aggregates, Acumen cytometry, 40 h | Potency, µM (doses to about 46.1 µM), without a hit: top-dose activity change, negative = inhibition, hits mostly inhibitors | 220,000 tested, 1.1% active | AID 1688; also: % is scaled to controls: 0 for no effect and ±100 for the full control effect; nearly all actives have a fitted effect of over 60% in size
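PC12 cells with ecdysone-inducible HTT exon1 Q103-GFP, induced by 100 nM tebufenozide, given compounds in a concentration series. GFP aggregates (1–25 um, 6 SD above background) counted in lysates by laser-scanning cytometry, 488 nm excitation.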
GoLoco inh red – inhibitors of human Gai1-RGS12 GoLoco interaction (red fluorophore). P63096. Potency, µM (series often up to 61.6 µM), for inactives: at the top dose activity, negative = inhibition, actives largely listed as inhibitors. Gai1:RGS12 GoLoco peptide FP, rhodamine, 10 min. 230,000 tested, 0.44% active; active = well fitted inhibition curve with a large enough effect, not every such curve was filed as active; inactive = no such curve, though single readings can be large or run the other way; also: % is scaled to controls: 0 for no effect and ±100 for the full control effect; nearly all actives have a fitted effect of over 30% in size; many of its hits are not listed in these tables
Target sequence (P63096 whole entry, looked up): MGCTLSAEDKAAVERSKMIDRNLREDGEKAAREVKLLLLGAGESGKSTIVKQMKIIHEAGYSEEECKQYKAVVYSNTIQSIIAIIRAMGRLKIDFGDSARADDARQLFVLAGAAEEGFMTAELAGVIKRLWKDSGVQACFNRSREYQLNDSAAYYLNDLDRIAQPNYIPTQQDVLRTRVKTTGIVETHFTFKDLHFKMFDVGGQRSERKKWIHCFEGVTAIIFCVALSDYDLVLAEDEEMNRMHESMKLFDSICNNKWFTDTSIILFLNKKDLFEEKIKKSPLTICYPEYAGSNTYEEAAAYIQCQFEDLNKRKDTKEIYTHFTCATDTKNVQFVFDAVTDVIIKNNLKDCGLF
GAA spleen mod – inhibitors or activators of human alpha-glucosidase in spleen homogenate | AID 2112 | human spleen homogenate, 4-MU-alpha-glucoside fluorescence | Potency, µM (top dose mostly 79.9 µM), for the others: at the top dose activity change, negative = inhibition, most hits filed as inhibitors | 240,000 tested, 0.006% active;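 also: 0% = enzyme with vehicle and -100% = no enzyme basal signal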
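Human spleen homogenate (1 ug) incubated with compounds and 1 mM 4-methylumbelliferyl-alpha-D-glucopyranoside in pH 5.0 citrate/phosphate buffer, 37 C, 40 min. Stopped at pH 10; 4-MU fluorescence (Ex 365/Em 440 nm); AC50 by Hill fit.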
GAA inhib – alpha-glucosidase (human) inhibition | AID 1466 | purified human GAA, 4-MU-alpha-glucoside fluorescence | Potency, µM (series often up to 76.9 µM), for inactives: at the highest dose activity change, negative = inhibition, hits mostly inhibitors | P10253 | 200,000 tested, 0.005% active;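 also: plate controls were uninhibited enzyme wells for no effect and no-enzyme background for full effect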
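Enzyme (4 nM final) mixed with compound (up to 77 uM), then 4-MU-alpha-D-pyranoside (400 uM final) added; 20 min at room temperature, pH 5.0. Reaction stopped at pH 10, fluorescence read, AC50 derived by Hill fit.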
Numbers without * were called inactive; ? = inconclusive; · = not tested or not shown; & = joins results of further samples; [ ] = dose if it differs, or a comment. Unless noted, calls follow the shape of the dose curve; as a rule, active = well fitted curve in the direction sought with a large enough effect; inconclusive = small, poorly fitted or top-dose-only effect, or another doubt; inactive = no such curve, though single readings can be large; an effect the other way counts as inactive or inconclusive. Potency is read from the fitted curve at half-maximal effect.

Structure,HTT cytoprotect,GoLoco inh red,GAA spleen mod,HttQ103 aggreg,IMPase Li inh,GAA inhib,GAA glycogen mod
O=C1CSC(c2cccc(Cl)c2Cl)N1c1ccccn1 (centres undefined),-10%[10 µM],6%,-1%,5%,15%,-2%,4%
CN1/C(=C\C(=S)NC(=O)c2ccc([N+](=O)[O-])cc2)C(C)(C)c2ccccc21,32%[10 µM],81%[activator],-3%,?,-6%,?,-2%
O=C(O)Cc1[nH]cnc1C(=O)O,-10%[10 µM],4%[14.2 µM],·,·,2%,·,·
O=[N+]([O-])c1ccc(OCC2CC(c3ccccc3)=NO2)cc1 (centres undefined),15%[10 µM],4%,-4%,1%[9.22 µM],·,·,1%
CCN1CC(CN(C)Cc2nc(-c3cccs3)no2)CC1=O (centres undefined),0%[10 µM],-7%,3%,-2%[9.22 µM],0%,-7%,1%
CC1(c2nnc(-c3ccccc3)o2)CC(c2ccc(F)cc2)=NO1 (centres undefined),?,-2%,6%,-17%[9.22 µM],·,·,1%
CCCCCOC(=O)c1ccc(N2C(=O)C3C4C=CC(C4)C3C2=O)cc1 (centres undefined),8%,-1%,-6%,4%,35%[38.3 µM],-17%,-18%
COc1ccc(CN=Cc2c(O)[nH]c3ccccc23)cc1,-66%[inhibitor],-2%,·,1%,-6%,-9%,-11%
CCCOc1ccc(CCc2n[nH]c(=S)n2-c2ccccc2)cc1,?,1%,-2%,-3%[9.22 µM],11%,5%,-25%
Cc1nc(NNC(=O)c2ccc([N+](=O)[O-])cc2)cc(-c2ccccc2)n1,-16%,4%,9%,-11%,61%[activator][38.3 µM],3%,?
Cc1c(NC(=S)N/N=C\c2ccccc2O)c(=O)n(-c2ccccc2)n1C,21%[10 µM],15%,2%,?,-1%,?,6%
O=c1cc(NCCCO)c2ccccc2o1,6%,-9%,-5%,1%,-5%[38.3 µM],-8%,8%
COC(=O)c1cccc(C23CC4(C2)[C@H](CN(C)[C@@H]4c2ccccc2)C3c2ccc(C(F)(F)F)cc2)c1 (some centres undefined),-23%,8%&-6%,0%&3%,5%[9.22 µM],2%,·,-9%
O=C(CSc1nnc(NC(=O)c2ccco2)s1)NC1CCCC1,-14%,6%,8%,24%,-13%[38.3 µM],-2%,3%
CC(=O)Nc1ccc(NC(C)=O)c(NC2OCC(O)C(O)C2O)c1 (centres undefined),-11%[10 µM],4%,3%,-21%[9.22 µM],·,-6%[15.4 µM],3%
Cc1cc(C)c2cc(C(=O)N3CCC(Cc4ccccc4)CC3)[nH]c2c1,10%[10 µM],7%,2%,21%[9.22 µM],·,·,4%
COCCNC(=S)N1CCN(C(=O)C(=O)Nc2ccc(C(=O)OC)cc2)CC1,?,6%,1%,4%,8%,-1%,-1%
CCOc1ccc(NC(=O)C(C)Sc2nnc(C)n2C)cc1 (centres undefined),-11%,4%,2%,-13%,32%[38.3 µM],-1%,1%
Cc1c(N=N/C(C(=O)Nc2ccccc2)=C(/O)c2ccccc2)c(=O)n(-c2ccccc2)n1C,-31%[inhibitor],10%,2%,-27%,1%,-7%,-6%
O=C1CCN(S(=O)(=O)c2ccccc2)N1,-12%,3%,-12%,6%,-26%[38.3 µM],-1%,-22%
Cc1ccc(-c2cc3nc(C)cc(NCc4ccco4)n3n2)cc1,-97%[inhibitor][10 µM],8%,6%,-3%,12%[38.3 µM],5%,-8%
Cc1ccccc1NC(=S)N(Cc1ccco1)C(C)c1cccs1 (centres undefined),-3%,2%,-14%,1%,2%,-3%,-2%
CC(/C=C1\SC(=O)N(CC(=O)Nc2ccc(O)cc2)C1=O)=C\c1ccccc1,-4%[10 µM],-111%,-6%,20%,23%,8%,-10%
Cn1ncc(Cl)c1C(=O)N1CCc2ccccc21,10%,-15%,-1%,-7%,7%[38.3 µM],13%,-1%
O=C(NN=C(Cc1ccccc1)Cc1ccccc1)c1ccncc1,-1%[10 µM],8%,2%,7%[9.22 µM],·,·,?

A second format for part of the listing above.
compound: COCCNC(=S)N1CCN(C(=O)C(=O)Nc2ccc(C(=O)OC)cc2)CC1
  HTT cytoprotect = ?; GoLoco inh red = 6%; GAA spleen mod = 1%; HttQ103 aggreg = 4%; IMPase Li inh = 8%; GAA inhib = -1%; GAA glycogen mod = -1%

compound: CCOc1ccc(NC(=O)C(C)Sc2nnc(C)n2C)cc1 (centres undefined)
  HTT cytoprotect = -11%; GoLoco inh red = 4%; GAA spleen mod = 2%; HttQ103 aggreg = -13%; IMPase Li inh = 32%[38.3 µM]; GAA inhib = -1%; GAA glycogen mod = 1%

Continuation:
Structure,HTT cytoprotect,GoLoco inh red,GAA spleen mod,HttQ103 aggreg,IMPase Li inh,GAA inhib,GAA glycogen mod
O=C(Nc1ccccc1)Nc1ccc2nnsc2c1,0%[10 µM],-8%,1%,4%[9.22 µM],·,2%,-14%
Cc1ccc(N2C(=O)C3C4CC(=O)C(c5ccccc54)C3C2=O)cc1 (centres undefined),4%,-5%,-9%,5%,-5%[38.3 µM],-6%,8%
OCC(CO)(CO)NC(=S)Nc1cc(Cl)cc(Cl)c1,-20%[10 µM],9%,-2%,1%[9.22 µM],·,·,1%
COc1c(OC(C)=O)ccc(/C=C/c2ccc3cccc(OCc4ccccc4)c3n2)c1[N+](=O)[O-],-14%[10 µM],-3%,11%,?,4%,-7%,-5%
CC1(C)CC(=O)C2=C(C1)N(CCN1CCOCC1)C1=C(C(=O)CC(C)(C)C1)C2c1cccc(Cl)c1,-12%,4%,12%,-4%,-2%[38.3 µM],?,0%
CC(OC(=O)/C=C/c1cccs1)C(=O)Nc1ccc(S(N)(=O)=O)cc1 (centres undefined),-10%,8%,6%,-3%,9%,3%,6%
CC(C)CCNC(=O)c1ccc2nc[nH]c2c1,2%,0%,-4%,?,13%[38.3 µM],1%,3%
Cc1ccccc1-c1nn(-c2ccc(F)cc2F)cc1CNCCCN(C)C,-49%[inhibitor],8%,0%,?,·,-5%,8%
Cc1ccc(/C=C2\SC(=S)N(CC3CCCO3)C2=O)o1 (centres undefined),-25%[10 µM],92%[activator],3%,-2%[9.22 µM],·,·,-20%
COc1ccc(CCNC2=NCCS2)cc1,5%,2%,-2%,-8%,13%[38.3 µM],-3%,7%
O=C(O)C1=C[C@@H](c2ccccc2)C[C@@H](OCc2ccc(CO)cc2)O1,4%[10 µM],-1%,7%,-3%[9.22 µM],-1%,·,-2%
Cc1noc(NS(=O)(=O)c2ccc(NC(=O)CSc3nnc4c(n3)[nH]c3ccccc34)cc2)c1C,·,7%,-2%,3%,1%,12%,-7%
NC(=O)NC(=O)[C@H]1CCCC[C@@H]1C(=O)O,-15%[10 µM],8%[14.2 µM],·,·,6%,·,·
Cc1ccc(-c2nnc(N)s2)cc1,·,-5%,-2%,16%,4%,-4%,-6%
CCCCC1=CC2=CC(=O)C(C)(OC(=O)CCc3ccccc3)C(=O)C2=CO1 (centres undefined),?,-35%&131%,-1%&5%,1%[9.22 µM],-5%,·,-8%
CCCNC(=O)c1ccccc1NC(=O)CN(c1ccccc1OCC)S(C)(=O)=O,-7%[0.074 µM],6%,-1%,7%,34%[activator][38.3 µM],1%,-9%
O=C(N/N=C/c1ccncc1)c1ccccc1[N+](=O)[O-],-10%,4%,5%,-9%,-4%,-2%,-8%
NC(=O)C1CCN(Cc2nc3ccccc3c(=O)[nH]2)CC1,4%,1%,-3%,0%,12%[38.3 µM],-1%,5%
CC/C(=N\NC(=O)c1c[nH]c2ccccc12)c1cccs1,·,5%,-4%,-27%,-5%,-7%,-6%
CCCCOc1ccc(C(=O)OCC(=O)Nc2cc(C)on2)cc1,-8%[10 µM],29%,6%,1%,3%,1%,9%
COCCn1c(=O)c(CCc2ccccc2)nc2cnc(N3CCOCC3)nc21,-18%,19%,5%,·,4%,·,·
CC1(C)CC(c2nc(-c3ccc([N+](=O)[O-])cc3)cs2)CCO1 (centres undefined),-20%,1%,3%,-3%,4%,-5%,2%
CN(C)c1ccc(S(=O)(=O)N2CCCCC2)cc1NC(=O)COc1ccccc1F,9%[10 µM],1%,-7%,?,·,·,1%
Cc1cc(/C=N/n2c(COc3ccccc3C)nc3ccccc3c2=O)c(O)c([N+](=O)[O-])c1,-8%[10 µM],-22%,-6%,12%,1%,-5%,2%
COc1ccccc1Cn1c(=O)[nH]c2cccnc21,-24%,1%,8%,23%[9.22 µM],21%[38.3 µM],-10%,-13%
Cc1onc(-c2ccccc2Cl)c1C(=O)Nc1sc2c(c1C#N)CCC2,14%[10 µM],27%,-4%,11µM*,9%,-7%,-28%
COCCNC(=S)N(CCc1c(C)[nH]c2ccc(F)cc12)Cc1cccs1,-56%[inhibitor],-1%,-5%,-22%,21%,-7%,-5%
COc1ccc(OC)c(NC(=S)N2CCN(Cc3ccccc3)CC2)c1,-30%,8%,-2%,-6%,5%,6%,-16%
COc1ccccc1Nc1ncccc1C(=O)O,-3%,-4%,-1%,-10%,-2%[38.3 µM],1%,-1%
C=CCSc1nnc2c(n1)OC(c1c(C)[nH]n(-c3ccccc3)c1=O)Nc1ccccc1-2 (centres undefined),-20%,10%,-3%,?,5%[38.3 µM],3%,-3%
CCc1ccc(C(=O)CSc2ncn[nH]2)cc1,-3%,-3%,2%,-4%,-9%[38.3 µM],-4%,8%
O=C(COC(=O)/C=C/c1ccccc1)NCCC1=CCCCC1,12%[1.9 µM],11%,-6%,-5%,-2%,-2%,10%
COc1ccc(CN2CCC(c3nc4ccc(Cl)cc4[nH]3)CC2)cc1,15%[10 µM],7%,-2%,2%[9.22 µM],17%,5%,18%
O=C(c1ncc[nH]1)c1ccccc1C(=O)N1CCOCC1,1%,-3%,12%,?,34%[38.3 µM],-8%,-3%
Cc1[nH]c(=O)[nH]c(=O)c1NC(=O)CSc1ncccc1-c1nc2ccccc2[nH]1,-14%,24%,-1%,18%,-4%[38.3 µM],2%,4%
Cc1cc(OCCOCCN2CCCC2)ccc1C(C)C,-11%,-9%,-6%,?,-18%[38.3 µM],9%,8%
Cc1ccc(/C=C/C(=O)O)cc1S(=O)(=O)N(CCO)CCO,·,-10%,3%,17%,10%,-11%,-7%
Cc1ccc(/C(O)=C/C(=O)C(=O)NC23CC4CC(CC(C4)C2)C3)cc1,3%[10 µM],12%,-17%,-7%[9.22 µM],·,·,0%

These rows are one share of the data; the hit share may differ from the screen's.
